mut p53 react: restores mutant p53 pathway signaling in SW480 cells; activation, % at 9.98 µM; 28,000 compounds, 1.5% hits; SW480 PUMA-promoter luciferase, p53 mutant reactivation; in the data active means activation above about 52%
STK33 inh: blocks human STK33 kinase activity; inhibition, % at 12.5 µM; ADP-Glo luminescence, MBP substrate; Q9BYT3; 27,000 compounds, 0.44% hits; in the data active means inhibition above about 20%
Target sequence (Q9BYT3 whole entry, looked up): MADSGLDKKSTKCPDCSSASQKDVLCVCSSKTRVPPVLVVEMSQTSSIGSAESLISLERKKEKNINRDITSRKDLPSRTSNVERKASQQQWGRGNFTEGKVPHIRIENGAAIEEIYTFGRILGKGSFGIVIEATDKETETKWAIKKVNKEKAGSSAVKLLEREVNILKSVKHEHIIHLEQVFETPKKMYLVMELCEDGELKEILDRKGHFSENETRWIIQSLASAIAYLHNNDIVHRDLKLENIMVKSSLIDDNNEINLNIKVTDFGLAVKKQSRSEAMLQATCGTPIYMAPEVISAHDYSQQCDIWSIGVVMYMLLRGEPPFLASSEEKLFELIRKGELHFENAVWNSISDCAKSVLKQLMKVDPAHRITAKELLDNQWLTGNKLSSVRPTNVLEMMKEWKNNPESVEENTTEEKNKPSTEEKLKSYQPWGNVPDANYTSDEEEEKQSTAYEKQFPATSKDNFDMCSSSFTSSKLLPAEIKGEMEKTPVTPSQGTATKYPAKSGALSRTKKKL
An asterisk follows results filed as active; x = not tested or not shown.

(1) C[C@@H]1CCCCO[C@H](CN(C)C(=O)C2CCCCC2)[C@@H](C)CN([C@H](C)CO)C(=O)c2cc(NC(=O)NC3CCCCC3)ccc2O1
(2) COc1cc2c(c(OC)c1)C(=O)OC(C)C2 (centres undefined)
(3) CC(C(=O)Nc1ccc(I)cc1)N(c1ccc(Cl)cc1)S(C)(=O)=O (centres undefined)
(4) Cc1noc(C)c1NC(=O)N(C)C[C@@H]1Oc2ccc(NC(=O)Nc3ccc4c(c3)OCO4)cc2C(=O)N([C@@H](C)CO)C[C@H]1C
(5) C[C@@H]1CN([C@@H](C)CO)C(=O)c2cc(C#C[C@@H](C)O)cnc2O[C@H]1CN(C)C(=O)CN(C)C
(6) CNC[C@H]1Oc2ncc(C#Cc3cccc(OC)c3)cc2C(=O)N([C@@H](C)CO)C[C@H]1C
(7) C[C@@H]1CN([C@@H](C)CO)C(=O)c2cc(NS(=O)(=O)c3cn(C)cn3)ccc2O[C@@H]1CN(C)C(=O)NC1CCCCC1
(8) Cc1c(C(=O)C2C(=O)C(=O)N(Cc3cccnc3)C2c2ccc(F)cc2)cnn1-c1ccccc1 (centres undefined)
(9) COc1ccccc1CNc1nc2nc(C)cc(C)n2n1
(10) Cc1noc(C)c1S(=O)(=O)Nc1ccc2c(c1)C(=O)N([C@H](C)CO)C[C@H](C)[C@H](CN(C)C(=O)CCC(F)(F)F)OCCCC[C@H](C)O2
assay / entry	1	2	3	4	5	6	7	8	9	10
mut p53 react	x	-4	-12	-2	12	1	11	6	-2	-7
STK33 inh	-2	1	-1	x	x	x	0	2	4	x

6 compounds from above, ordered by SMILES length, largest number first.
(10) Cc1noc(C)c1S(=O)(=O)Nc1ccc2c(c1)C(=O)N([C@H](C)CO)C[C@H](C)[C@H](CN(C)C(=O)CCC(F)(F)F)OCCCC[C@H](C)O2
(1) C[C@@H]1CCCCO[C@H](CN(C)C(=O)C2CCCCC2)[C@@H](C)CN([C@H](C)CO)C(=O)c2cc(NC(=O)NC3CCCCC3)ccc2O1
(5) C[C@@H]1CN([C@@H](C)CO)C(=O)c2cc(C#C[C@@H](C)O)cnc2O[C@H]1CN(C)C(=O)CN(C)C
(6) CNC[C@H]1Oc2ncc(C#Cc3cccc(OC)c3)cc2C(=O)N([C@@H](C)CO)C[C@H]1C
(3) CC(C(=O)Nc1ccc(I)cc1)N(c1ccc(Cl)cc1)S(C)(=O)=O (centres undefined)
(2) COc1cc2c(c(OC)c1)C(=O)OC(C)C2 (centres undefined)
assay / entry	10	1	5	6	3	2
mut p53 react	-7	x	12	1	-12	-4
STK33 inh	x	-2	x	x	-1	1

Carrying on:
(11) Cc1cc(CNC(=O)c2cc(-c3cccnc3)nc3ccc(Cl)cc23)nn1C
(12) CN(C(=O)CSc1nc(O)cc(=O)n1-c1ccccc1F)c1ccccc1
(13) C[C@@H]1CN([C@@H](C)CO)C(=O)c2cccc(NC(=O)c3cnccn3)c2O[C@H]1CN(C)C(=O)Nc1ccccc1
(14) Cc1ccc(S(=O)(=O)Nc2ccc3c(c2)C(=O)N([C@@H](C)CO)C[C@H](C)[C@H](CN(C)S(=O)(=O)c2cccs2)O3)cc1
(15) CC(Oc1ccc(C(C)(C)C)cc1)C(=O)NCc1ccccn1 (centres undefined)
(16) O=C(CSc1nnc(-c2ccc(Cl)cc2)n1-c1ccc(F)cc1)Nc1ccccc1F
(17) COc1ccc(S(=O)(=O)N(C)C[C@@H]2Oc3c(NC(=O)C4CCCCC4)cccc3C(=O)N([C@@H](C)CO)C[C@H]2C)cc1
(18) C=C1C(=O)O[C@@H]2/C=C(\C)[C@H](OC(C)=O)C/C=C(/C)C[C@@H](OC(=O)/C(=C/CO)CO)C12 (some centres undefined)
(19) CCn1c(SCC(=O)Nc2ccc(C(C)=O)cc2)nnc1-c1cc(Br)ccc1O
(20) CC(C)NC(=O)N(C)C[C@@H]1Oc2ccc(NC(=O)Cc3ccccc3)cc2C(=O)N([C@@H](C)CO)C[C@H]1C
assay / entry	11	12	13	14	15	16	17	18	19	20
mut p53 react	4	-8	7	x	7	6	-2	x	2	x
STK33 inh	1	-3	x	-2	-2	-3	x	4	1	4

(21) CCC(Sc1nnc(-c2ccc(NC(C)=O)cc2)n1C)C(=O)Nc1ccc(Br)cc1 (centres undefined)
(22) Cc1cc(N(CC(=O)O)S(C)(=O)=O)ccc1Br
(23) C[C@@H]1CN([C@@H](C)CO)C(=O)c2cccc(NC(=O)c3nc4ccccc4s3)c2O[C@H]1CN(C)C(=O)Nc1cccc2ccccc12
(24) C[C@H]1CN([C@@H](C)CO)C(=O)Cc2cc(NS(=O)(=O)c3ccc(F)cc3)ccc2O[C@H]1CN(C)S(=O)(=O)c1ccc(Cl)cc1
(25) CC(=O)Nc1ccc(NC(=O)CSc2nnc3c4cc(Br)ccc4n(C)c3n2)cc1
(26) Cc1ccc(SCCNS(=O)(=O)c2ccc3c(c2)OCCO3)cc1
(27) C[C@H](CO)N1C[C@H](C)[C@H](CN(C)Cc2ccncc2)OCCCC[C@H](C)Oc2ccc(NC(=O)Cc3ccccc3)cc2C1=O
(28) OCc1c[nH]c2ccccc12
(29) O=C(CSc1ncnc2sc3c(c12)CCCC3)N1CCc2ccccc21
(30) O=C(O)c1cc(Nc2nc(N3CCOCC3)nc(N3CCOCC3)n2)ccc1Cl
assay / entry	21	22	23	24	25	26	27	28	29	30
mut p53 react	-8	-6	-6	x	-25	1	2	-9	-4	-7
STK33 inh	-2	0	x	-4	0	-1	x	4	0	5

(31) O=c1ccc2cc(O)c(O)cc2o1
(32) COc1ccc(-c2ccc3c(c2)O[C@@H](CN(C)C)[C@H](C)CN([C@@H](C)CO)S3(=O)=O)cc1
(33) O=c1c(O)c(-c2ccc(O)c(O)c2)oc2cc(O)cc(O)c12
(34) C[C@@H](NC(=O)C[C@@H]1C[C@@H]2c3cc(NC(=O)c4cccnc4)ccc3O[C@@H]2[C@@H](CO)O1)c1ccccc1
(35) CCOc1cc(S(=O)(=O)NCc2ccco2)ccc1F
(36) C[C@@H]1CN([C@H](C)CO)C(=O)c2cc(NC(=O)Cn3cnnn3)ccc2O[C@H]1CN(C)Cc1ccc(Oc2ccccc2)cc1
(37) CC1(C)CC[C@]2(C(=O)O[C@@H]3OC[C@H](O[C@@H]4OC[C@H](O)[C@H](O)[C@H]4O)[C@H](O)[C@H]3O)CC[C@]3(C)C(=CCC4[C@@]5(C)C[C@H](O)[C@H](O[C@@H]6O[C@H](C(=O)O)[C@@H](O)[C@H](O[C@@H]7OC[C@H](O)[C@H](O)[C@H]7O)[C@H]6O)[C@@](C)(CO)C5CC[C@]43C)[C@@H]2C1 (some centres undefined)
(38) CC(C)NC(=O)N(C)C[C@H]1Oc2ccc(NC(=O)Nc3cccc4ccccc34)cc2CC(=O)N([C@@H](C)CO)C[C@@H]1C
(39) COc1ccc(CN(C)C[C@@H]2OCCCC[C@@H](C)Oc3ccc(NC(=O)Cc4ccccc4)cc3C(=O)N([C@H](C)CO)C[C@@H]2C)cc1
(40) C[C@@H]1CN([C@H](C)CO)C(=O)Cc2cc(NC(=O)C3CCCCC3)ccc2O[C@@H]1CN(C)S(=O)(=O)c1ccccc1
assay / entry	31	32	33	34	35	36	37	38	39	40
mut p53 react	x	-4	41	15	9	x	7	x	x	x
STK33 inh	13	x	38*	x	2	0	-4	-2	-1	-2

4 successive entries from above, for reference:
(31) O=c1ccc2cc(O)c(O)cc2o1
(32) COc1ccc(-c2ccc3c(c2)O[C@@H](CN(C)C)[C@H](C)CN([C@@H](C)CO)S3(=O)=O)cc1
(33) O=c1c(O)c(-c2ccc(O)c(O)c2)oc2cc(O)cc(O)c12
(34) C[C@@H](NC(=O)C[C@@H]1C[C@@H]2c3cc(NC(=O)c4cccnc4)ccc3O[C@@H]2[C@@H](CO)O1)c1ccccc1
assay / entry	31	32	33	34
mut p53 react	x	-4	41	15
STK33 inh	13	x	38*	x

The listing continues.
(41) CS(=O)(=O)Nc1ccc2c(c1)[C@H]1C[C@@H](CC(=O)NCC(F)(F)F)O[C@H](CO)[C@H]1O2
(42) CCC(c1nc2ccccc2c(=O)n1-c1cccnc1)N1C(=O)c2ccccc2C1=O (centres undefined)
(43) C[C@@H]1CCCCO[C@@H](CN(C)C(=O)Nc2ccccc2)[C@@H](C)CN([C@H](C)CO)C(=O)c2cc(NS(=O)(=O)c3cccs3)ccc2O1
(44) C[C@H](CO)N1C[C@H](C)[C@H](CN(C)C(=O)NC2CCCCC2)Oc2ccc(NC(=O)CCC(F)(F)F)cc2CC1=O
(45) COC(=O)c1c(C)oc2ccc(N(C(=O)c3ccccc3)S(=O)(=O)c3cccs3)cc12
(46) Cc1ccc(-c2ccc3c(c2)O[C@@H](CN(C)S(C)(=O)=O)[C@H](C)CN([C@@H](C)CO)S3(=O)=O)cc1
(47) CC(NC(=O)Cn1c(-c2nonc2N)nc2ccccc21)c1ccccc1 (centres undefined)
(48) C/C=C/c1cnc2c(c1)C(=O)N([C@@H](C)CO)C[C@H](C)[C@@H](CN(C)C(=O)Cc1ccccn1)O2
(49) C[C@H]1CN([C@@H](C)CO)C(=O)Cc2cc(NC(=O)Nc3cccc4ccccc34)ccc2O[C@@H]1CN(C)Cc1ccc(C(F)(F)F)cc1
(50) C[C@H]1CN([C@@H](C)CO)C(=O)Cc2cc(NC(=O)Nc3ccc4c(c3)OCO4)ccc2O[C@@H]1CN(C)Cc1ccc(Oc2ccccc2)cc1
assay / entry	41	42	43	44	45	46	47	48	49	50
mut p53 react	14	-3	x	x	-5	0	-23	-6	x	x
STK33 inh	x	1	-2	0	2	x	-1	x	5	0

Single records, as listed above. Screens in order: mut p53 react	STK33 inh
Listed for CCC(c1nc2ccccc2c(=O)n1-c1cccnc1)N1C(=O)c2ccccc2C1=O (centres undefined) : -3	1
Listed for C/C=C/c1cnc2c(c1)C(=O)N([C@@H](C)CO)C[C@H](C)[C@@H](CN(C)C(=O)Cc1ccccn1)O2 : -6	x
Listed for C[C@H]1CN([C@@H](C)CO)C(=O)Cc2cc(NC(=O)Nc3ccc4c(c3)OCO4)ccc2O[C@@H]1CN(C)Cc1ccc(Oc2ccccc2)cc1 : x	0

More results follow:
(51) O=C1c2ccccc2C2=Nc3ccccc3SC(c3ccsc3)C12 (centres undefined)
(52) COc1cc(NC(=O)COc2ccccc2[N+](=O)[O-])ccc1NC(=O)c1cccs1
(53) C[C@@H]1CN([C@H](C)CO)C(=O)Cc2cc(NC(=O)NC3CCCCC3)ccc2O[C@H]1CN(C)S(=O)(=O)c1ccccc1
(54) C[C@H]1CN([C@@H](C)CO)C(=O)c2cc(NS(=O)(=O)c3cn(C)cn3)ccc2O[C@H]1CN(C)Cc1ccc(Cl)c(Cl)c1
(55) C[C@@H]1CN([C@H](C)CO)C(=O)CCCn2cc(nn2)CO[C@H]1CN(C)Cc1ccc2c(c1)OCCO2
(56) COc1ccc(NC(=O)COc2cc(C)c(Br)c(C)c2)c([N+](=O)[O-])c1
(57) O=C(NCc1ccccn1)Nc1ccccc1Cl
(58) C[C@H]1CN([C@@H](C)CO)C(=O)c2cc(NC(=O)CCC(F)(F)F)ccc2O[C@@H]1CN(C)C(=O)Nc1ccc2c(c1)OCO2
(59) C[C@H](CO)N1C[C@H](C)[C@@H](CN(C)Cc2ccc(C(F)(F)F)cc2)OCc2cn(nn2)CCCC1=O
(60) COc1cc2c(c3oc(-c4ccccc4)cc(=O)c13)C=CC(C)(C)O2
assay / entry	51	52	53	54	55	56	57	58	59	60
mut p53 react	-26	-12	4	x	x	-12	143*	x	7	-2
STK33 inh	x	-2	-1	0	-9	-2	-2	1	0	1

(61) COc1ccc(NC(=O)Nc2cccc3c2O[C@@H](CN(C)CC2CC2)[C@H](C)CN([C@H](C)CO)C3=O)cc1
(62) Cn1c(SCc2nc3ccccc3c(=O)[nH]2)nnc1-c1cc2ccccc2o1
(63) Cc1ccc(-c2noc(CSc3nnc(-c4cccs4)n3-c3ccccc3)n2)cc1
(64) C[C@@H]1O[C@@H](OC[C@H]2O[C@@H](OCCc3ccc(O)c(O)c3)[C@H](O)[C@@H](O)[C@@H]2OC(=O)/C=C/c2ccc(O)c(O)c2)[C@H](O)[C@H](O)[C@H]1O
(65) Cc1ccc(S(=O)(=O)N(C)C[C@@H]2OCCCC[C@H](C)Oc3ccc(N(C)C)cc3C(=O)N([C@@H](C)CO)C[C@H]2C)cc1
(66) COc1ccc(S(=O)(=O)N(C)CC(=O)Nc2ccccc2)cc1Cl
(67) COC(=O)C(CC#Cc1ccc2c(c1)[C@]1(C(=O)N2)[C@H](c2ccc(O)cc2)N2[C@H](c3ccccc3)[C@H](c3ccccc3)OC(=O)[C@H]2[C@@H]1C(=O)O)C(=O)OC
(68) C[C@@H]1CCCCO[C@@H](CN(C)Cc2ccc(C(F)(F)F)cc2)[C@@H](C)CN([C@H](C)CO)C(=O)c2cc(NC(=O)Nc3cccc4ccccc34)ccc2O1
assay / entry	61	62	63	64	65	66	67	68
mut p53 react	14	7	-17	x	1	0	x	x
STK33 inh	x	2	2	-1	x	-2	-5	-3

An excerpt (hit frequency here may not be typical).
